# Assay outcomes (PubChem BioAssay)
# miR122 inh – inhibitors of miR-122 in Huh7 cells. actives 0.3% (n = 340,000). Huh7 miR-122 Renilla luciferase sensor, 48 h; neutral wells = 0, positive control = 100. activation (reporter increase), % at 12.5 µM;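 active = mean replicate activation score at least 90 and every replicate individually at or above 90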;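 also: higher luciferase means less miR-122 activity so hits act as miR-122 inhibitors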
# PAX8 inh HTS – PAX8 transcriptional activity inhibition; inhibition, % at 12.6 µM; RMG-I TPO-luciferase reporter, SteadyGlo, 24 h; AID 652154; actives 1.2% (n = 360,000);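 active = mean replicate inhibition at least 60% with every replicate also reaching 60%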;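 also: luciferase light reporting Pax8 driven TPO promoter activity; plate controls were median of neutral control wells for no effect and mitoxantrone controls for full effect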
# PGC1a acetyl inh – lowers PGC1a acetylation signal in U2OS cells | AlphaScreen anti-acetyl-lysine; with virally co-expressed GCN5 acetyltransferase | inhibition, % at 15.6 µM | actives 0.17% (n = 350,000) | AID 651687;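 active = every replicate shows inhibition of at least 40%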;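 also: 0% = neutral control wells and 100% = positive control wells; some results beyond the cut were filed as inactive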
# Cneo AK release – Cryptococcus neoformans lysis via adenylate kinase release. C. neoformans lysis, adenylate kinase release luminescence, 4 h; normalised: neutral wells 0, clomiphene wells 100. lysis activity, % at 15 µM. actives 0.2% (n = 360,000). AID 651654;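 active = mean lysis activity across replicates of at least 80%, whatever share of replicates individually reach that level; inactive = mean lysis activity below 80%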
#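 Test system: log-phase Cryptococcus neoformans yeast cells; Quantity: yeast cell density of 5 × 10^6 cells/mL; Buffer or medium: YPD; Doses: single compound concentration per well; Timing: 4 h at 37 °C static, read 1 h later; Measured by: AK luminescence; Read-out basis: lysis from increased AK signal; Control set: Clomiphene as positive control.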
# EWS-Fli inh – EWS/Fli transcriptional activity inhibition; A673 NR0B1-luciferase reporter, viability-normalised; inhibition, % at 12.6 µM; actives 0.67% (n = 350,000); AID 651661;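 active = mean inhibition of at least 50% after viability correction, with every replicate also passing that limit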;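 also: firefly luciferase signal divided by Alamar Blue viability fluorescence both relative to DMSO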
# CASP6 VEID inh – inhibitors of human caspase-6; purified caspase-6, Z-VEID-R110 cleavage fluorescence; AID 686996; inhibition, % at 12.5 µM; actives 0.53% (n = 350,000);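 active = mean inhibition across replicates at least about 35%, with every replicate also reaching that limit, limit read from the data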;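 also: 0% = median of neutral control wells and 100% = no fluorescence left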
# Target sequence (P55212 24-179 limits assumed): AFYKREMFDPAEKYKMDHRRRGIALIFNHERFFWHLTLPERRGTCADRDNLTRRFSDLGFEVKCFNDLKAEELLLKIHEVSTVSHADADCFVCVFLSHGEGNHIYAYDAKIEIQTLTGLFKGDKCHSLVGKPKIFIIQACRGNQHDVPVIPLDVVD
# Target sequence (P55212 194-293 limits assumed): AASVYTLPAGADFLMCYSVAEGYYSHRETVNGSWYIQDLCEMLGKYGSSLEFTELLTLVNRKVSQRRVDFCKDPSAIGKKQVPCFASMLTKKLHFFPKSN
# LGR2 inh – Drosophila LGR2 receptor signaling inhibition. HEK293 LGR2, CRE-luciferase, bursicon-stimulated, 4 h. inhibition, % at 9.99 µM. actives 0.35% (n = 380,000);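 active = drop in luminescence signal, shown as inhibition above about 50% in the replicate tests, limit read from the data, passing the limit was not always enough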;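 also: agonist challenge used bursicon conditioned medium at about half maximal strength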
# FN deposition inh – fibronectin deposition inhibition. AH1F fibroblasts, Alexa488-fibronectin deposition fluorescence, overnight. inhibition, % at 12.6 µM. actives 0.086% (n = 350,000). AID 743247;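 active = mean inhibition across replicates of 30% or more, regardless of how many single replicates reach that level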;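 also: positive control wells lacked labelled fibronectin entirely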
#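 Material: AH1F fibroblast monolayer depositing Alexa488-labelled fibronectin into matrix / Amount: 10000 AH1F cells per well / Signal: fluorescence 485/525 nm / Medium: DMEM, 2% serum / Compound: single dose, pinned / Incubation: 1 h cell adhesion before compound, then overnight fibronectin incubation / Reagent: Alexa488-FN, 24 nM final / Read-out: inhibition of fibronectin deposition signal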
# The depositor's hits bear a star; / = no result given; & = joins results of further samples; [ ] = remark or other dose.
[1] NC(=O)C1CCN(C(=O)C2CCN(C(=O)Nc3ccccc3)CC2)CC1
[2] CCN(c1ccccc1)S(=O)(=O)c1cc(NC(=O)COC(=O)C2CC2)ccc1Cl
[3] Cc1ccc(NC(=O)c2sc(N)nc2-c2ccc([N+](=O)[O-])cc2)c(C)c1
[4] COc1ccc(NC(=O)N(C)C[C@@H]2Oc3ncc(C#CCC(C)C)cc3C(=O)N([C@@H](C)CO)C[C@@H]2C)cc1
[5] CCCC(=O)Nc1nc(C(=O)OCC)cs1
[6] CCC(=O)N1CCC2(CC1)CN(CC1CCOCC1)[C@H](CO)c1c2c2ccc(OC)cc2n1C
assay / entry,1,2,3,4,5,6
miR122 inh,-2,/,/,-11[16.7 µM],-3,/
PAX8 inh HTS,/,-102,10,/,/,-15
PGC1a acetyl inh,-1,/,0,6,-5,0
Cneo AK release,0,/,/,-3,-1,/
EWS-Fli inh,-5,-27,8,-6,/,3
CASP6 VEID inh,1,10,0,3,/,-2
LGR2 inh,10,6,6,-11,5,10
FN deposition inh,0,8,2,-1,0,/

[7] C[C@@H]1CN([C@H](C)CO)S(=O)(=O)c2ccc(-c3ccncc3)cc2O[C@@H]1CN(C)Cc1cncnc1
[8] COc1ccc(N=c2oc3ccc(OC)cc3cc2-c2nc3ccccc3[nH]2)cc1
[9] CN1CCC(=NNC(=O)CN(c2ccc(Oc3ccccc3)cc2)S(C)(=O)=O)CC1
[10] COc1ccc(N2CCN(C(=O)CSc3ncnc4scc(-c5ccc(C)cc5)c34)CC2)cc1
[11] Cn1c(=N)n(CC(=O)c2ccccc2)c2ccccc21
[12] COc1cccc(C#Cc2cnc3c(c2)C(=O)N([C@H](C)CO)C[C@H](C)[C@H](CN(C)C)O3)c1
assay / entry,7,8,9,10,11,12
miR122 inh,11[16.7 µM],-1,-4,-21,8,-4[16.7 µM]
PAX8 inh HTS,-6,-196,12,30,-77,-2
PGC1a acetyl inh,-11,1,-6,/,-7,-7
Cneo AK release,-2,-2,-1,0,1,-1
EWS-Fli inh,-9,/,-1,/,65*,0
CASP6 VEID inh,2,/,1,/,0,3
LGR2 inh,-17,/,-7,/,-10,8
FN deposition inh,-4,/,5,5,-13,-2

[13] CCOC(=O)CCC(=O)N1CCOCCOCCN(C(=O)CCC(=O)OCC)CCOCCOCC1
[14] O=C(C[C@H]1C=C[C@H](NC(=O)Nc2ccc(F)cc2)[C@H](CO)O1)NCc1cccc(F)c1
[15] O=C(Nc1cccc(S(=O)(=O)N2CCCC2)c1)c1cc(-c2ccccn2)nc2ccccc12
[16] C[C@@H]1CN([C@@H](C)CO)C(=O)Cc2cc(NS(=O)(=O)c3ccc(Cl)cc3)ccc2O[C@@H]1CN(C)Cc1ccc(Oc2ccccc2)cc1
[17] COCCN(Cc1cc2ccc(C)c(C)c2nc1Cl)C(=O)N1CCOCC1
[18] COc1ccccc1N1CCN(C(=O)CSc2nc3ccccc3[nH]2)CC1
assay / entry,13,14,15,16,17,18
miR122 inh,-3,/,-7,-1[16.7 µM],/,1
PAX8 inh HTS,-44,/,5,-13,1,/
PGC1a acetyl inh,-6,-1,/,1,/,-15
Cneo AK release,1,0,3,-15,/,-1
EWS-Fli inh,/,-1,6,-1,0,-3
CASP6 VEID inh,/,-1,3,0,-3,-2
LGR2 inh,/,12,-2,5,-32,-16
FN deposition inh,6,-6,6,3,7,/

[19] O=C(C[C@H]1C[C@@H]2c3cc(NC(=O)NC4CCCCC4)ccc3O[C@@H]2[C@@H](CO)O1)NCC1CC1
[20] O=C(COC(=O)c1cc(-c2cccc3ccccc23)nc2ccccc12)NC1CCS(=O)(=O)C1 (configuration not stated)
[21] COc1cccc(NC(=O)CSc2ccccn2)c1
[22] Cc1nc(NC(=O)c2ccc(Br)o2)ccc1Br
[23] CC(C)CN(CC(C)C)C(=O)Nc1ccccc1F
[24] CCc1ccc(N2CC(C(=O)OCC(=O)c3c(N)n(CC(C)C)c(=O)n(C)c3=O)CC2=O)cc1 (configuration not stated)
assay / entry,19,20,21,22,23,24
miR122 inh,-1[16.7 µM],/,-20,/,/,/
PAX8 inh HTS,-1,17,/,-103,2,-15
PGC1a acetyl inh,-5,/,7,/,/,/
Cneo AK release,0,/,0,-3,/,/
EWS-Fli inh,1,-5,/,-71,22,-5
CASP6 VEID inh,-1,2,/,6,-1,2
LGR2 inh,3,-7,/,-27,6,-6
FN deposition inh,-3,6,3,/,13,-12

[25] O=c1c2ccccc2n2c(-c3ccc(C(F)(F)F)cc3)nnc2n1Cc1ccccc1
[26] CN1[C@@H]2c3ccc(-c4ccccc4F)c(=O)n3C[C@@H]2[C@@H](CO)[C@@H]1C(=O)NCc1ccc(F)cc1
[27] CSc1cccc(NC(=O)c2nnn(CC(=O)Nc3cc(C)cc(C)c3)c2N)c1
[28] C#CCOCCOCCOCCNc1nc(N2CCN(C(=O)[C@H](CO)n3cc([C@@H](N)C(C)C)nn3)CC2)nc(N2CCN(C(=O)[C@H](CO)n3cc([C@@H](N)C(C)C)nn3)CC2)n1
[29] COc1ccc(NC(=O)C2(C)CCN2CCOc2ccccc2)cc1OC (configuration not stated)
[30] CC(C)CCNC(=O)CCSCCC(=O)NCCC(C)C
assay / entry,25,26,27,28,29,30
miR122 inh,/,-5[16.7 µM],-5,/,-2,-2
PAX8 inh HTS,5,-1,-9,8,-7,0
PGC1a acetyl inh,/,/,0,/,-5,2
Cneo AK release,/,-1,1,1,-1,1
EWS-Fli inh,10,8,3,-4,-3,-8
CASP6 VEID inh,0,-1,2,-43,-1,-2
LGR2 inh,/,5,10,-6,9,/
FN deposition inh,2,/,-1,-7,8,-5

[31] COCCCNC(=O)COc1cc2c(c3oc(=O)c(C)c(C)c13)CCC(C)(C)O2
[32] O=C(NCc1ccccc1)c1ccc(C(=O)N(C2CCCCC2)C2CCCCC2)cc1
[33] COc1cccc(NC(=S)Nc2ccc(O)cc2)c1
[34] CCN(CC)c1ccc2cc(C(C)=O)c(=O)oc2c1
[35] CO[C@H]1CN(C)C(=O)c2cc(NC(=O)C3CCCC3)ccc2OC[C@@H](C)N(CC2CC2)C[C@@H]1C
[36] CCCCCCCCNC(C)C(O)c1ccc(SC(C)C)cc1 (configuration not stated)
assay / entry,31,32,33,34,35,36
miR122 inh,-1,3,/,0,/,1
PAX8 inh HTS,-1,/,-47,-45,0,-6
PGC1a acetyl inh,-4,-8,-20,-8,-2,/
Cneo AK release,0,1,-5,-2,-3,3&4
EWS-Fli inh,13,/,-10,/,-2,59*
CASP6 VEID inh,-1,/,17,-2,3,/
LGR2 inh,-27,/,-20,-27,6,2
FN deposition inh,/,8,-5,-6,-13,-12&-2

# Overlap with the part before: two compounds, then new ones.
[35] CO[C@H]1CN(C)C(=O)c2cc(NC(=O)C3CCCC3)ccc2OC[C@@H](C)N(CC2CC2)C[C@@H]1C
[36] CCCCCCCCNC(C)C(O)c1ccc(SC(C)C)cc1 (configuration not stated)
[37] COc1ccc(C2SCCN2S(=O)(=O)c2ccc(F)cc2)cc1OC (configuration not stated)
[38] O=C1CC2(CCN(C(=O)c3cccc([N+](=O)[O-])c3)CC2)Oc2ccccc21
[39] Cn1c(SCC(=O)N/N=C/c2ccncc2)nc2ccccc21
[40] O=C(O)CCC(=O)c1ccc2ccc3cccc4ccc1c2c34
[41] Cn1c(=N)c(S(=O)(=O)c2ccc(F)cc2)cc2c(=O)n3ccccc3nc21
[42] CCCC(=O)N1CCC2(CC1)CN(C(=O)Cc1ccccn1)[C@@H](CO)c1[nH]c3cc(OC)ccc3c12
assay / entry,35,36,37,38,39,40,41,42
miR122 inh,/,1,/,/,/,/,2,/
PAX8 inh HTS,0,-6,/,/,-19,0,2,/
PGC1a acetyl inh,-2,/,-3,/,4,/,0,7
Cneo AK release,-3,3&4,0,/,/,/,2,/
EWS-Fli inh,-2,59*,/,3,-1,17,/,8
CASP6 VEID inh,3,/,-5,2,-1,11,/,0
LGR2 inh,6,2,-5,17,-1,-2,/,-18
FN deposition inh,-13,-12&-2,/,6,2,1,-4,-9

[43] C[C@@H]1CN([C@@H](C)CO)S(=O)(=O)c2ccc(C#Cc3cccnc3)cc2O[C@H]1CN(C)C
[44] Cc1ccc(NC(=O)C2=CC(c3ccc(C)cc3)=NS(=O)(=O)N2C)cc1
[45] C[C@H]1CN([C@@H](C)CO)C(=O)Cc2cc(NC(=O)Cn3cnnn3)ccc2O[C@@H]1CN(C)C(=O)Nc1cccc2ccccc12
[46] O=C(CN1CCCC1)N1CCN(c2ccccc2)CC1
[47] COc1ccc2c3c(n(C)c2c1)[C@@H](CO)N(C)CC31CCN(C(=O)Nc2c(C)noc2C)CC1
[48] COc1cc2c(cc1NC(=O)/C=C/c1cc(OC)c(OC)c(OC)c1)oc1ccccc12
[49] Cc1ccc(NC(=O)Nc2nnc([C@H]3C[C@H](O)[C@@H](CO)O3)s2)cc1
[50] COc1ccc(NC(=O)N(C)C[C@H]2OCCCC[C@@H](C)Oc3ccc(NS(=O)(=O)c4cccs4)cc3C(=O)N([C@@H](C)CO)C[C@@H]2C)cc1
assay / entry,43,44,45,46,47,48,49,50
miR122 inh,-4[16.7 µM],-4,-7[16.7 µM],10,/,-6,8,/
PAX8 inh HTS,/,2,23,13,-9,20,-5,-54
PGC1a acetyl inh,-8,0,-3,/,-1,-17,-4,11
Cneo AK release,1,0,-4,5,/,-3,0,/
EWS-Fli inh,-5,6,6,2,-13,-7,-17,/
CASP6 VEID inh,-6,1,/,-5,-1,-1,5,0
LGR2 inh,-4,-5,-3,/,9,12,-18,11
FN deposition inh,7,3,-19,7,/,5,13,/

# Structures listed so far that have a halogen:
[2] CCN(c1ccccc1)S(=O)(=O)c1cc(NC(=O)COC(=O)C2CC2)ccc1Cl
[14] O=C(C[C@H]1C=C[C@H](NC(=O)Nc2ccc(F)cc2)[C@H](CO)O1)NCc1cccc(F)c1
[16] C[C@@H]1CN([C@@H](C)CO)C(=O)Cc2cc(NS(=O)(=O)c3ccc(Cl)cc3)ccc2O[C@@H]1CN(C)Cc1ccc(Oc2ccccc2)cc1
[17] COCCN(Cc1cc2ccc(C)c(C)c2nc1Cl)C(=O)N1CCOCC1
[22] Cc1nc(NC(=O)c2ccc(Br)o2)ccc1Br
[23] CC(C)CN(CC(C)C)C(=O)Nc1ccccc1F
[25] O=c1c2ccccc2n2c(-c3ccc(C(F)(F)F)cc3)nnc2n1Cc1ccccc1
[26] CN1[C@@H]2c3ccc(-c4ccccc4F)c(=O)n3C[C@@H]2[C@@H](CO)[C@@H]1C(=O)NCc1ccc(F)cc1
assay / entry,2,14,16,17,22,23,25,26
miR122 inh,/,/,-1[16.7 µM],/,/,/,/,-5[16.7 µM]
PAX8 inh HTS,-102,/,-13,1,-103,2,5,-1
PGC1a acetyl inh,/,-1,1,/,/,/,/,/
Cneo AK release,/,0,-15,/,-3,/,/,-1
EWS-Fli inh,-27,-1,-1,0,-71,22,10,8
CASP6 VEID inh,10,-1,0,-3,6,-1,0,-1
LGR2 inh,6,12,5,-32,-27,6,/,5
FN deposition inh,8,-6,3,7,/,13,2,/

[37] COc1ccc(C2SCCN2S(=O)(=O)c2ccc(F)cc2)cc1OC (configuration not stated)
[41] Cn1c(=N)c(S(=O)(=O)c2ccc(F)cc2)cc2c(=O)n3ccccc3nc21
assay / entry,37,41
miR122 inh,/,2
PAX8 inh HTS,/,2
PGC1a acetyl inh,-3,0
Cneo AK release,0,2
EWS-Fli inh,/,/
CASP6 VEID inh,-5,/
LGR2 inh,-5,/
FN deposition inh,/,-4
